# CCHFV vOTU inh = blocks the CCHF virus ovarian tumor domain protease; CCHFV vOTU protease, Pep-AMC fluorescence; inhibition, % at 11.5 µM; 370,000 compounds, 0.55% hits; AID 651958; in the data active means inhibition above about 30%; further: 0% = vehicle wells with enzyme and 100% = no enzyme wells
# MazEF act = activators of E. coli MazEF toxin-antitoxin RNase; FAM/BHQ RNA-DNA oligo cleavage fluorescence, 5 h; P0AE70; 350,000 compounds, 0.32% hits; activation, % at 20 µM; AID 504720; in the data active means activation above about 50%
# TcdB inh = blocks C. difficile toxin B glycohydrolase activity. AID 652162. TcdB glycohydrolase enzymatic assay, plate reader. P18177. inhibition, % at 9.99 µM. 350,000 compounds, 0.24% hits; in the data active means inhibition above about 10%
# Target sequence (P18177 whole entry, looked up): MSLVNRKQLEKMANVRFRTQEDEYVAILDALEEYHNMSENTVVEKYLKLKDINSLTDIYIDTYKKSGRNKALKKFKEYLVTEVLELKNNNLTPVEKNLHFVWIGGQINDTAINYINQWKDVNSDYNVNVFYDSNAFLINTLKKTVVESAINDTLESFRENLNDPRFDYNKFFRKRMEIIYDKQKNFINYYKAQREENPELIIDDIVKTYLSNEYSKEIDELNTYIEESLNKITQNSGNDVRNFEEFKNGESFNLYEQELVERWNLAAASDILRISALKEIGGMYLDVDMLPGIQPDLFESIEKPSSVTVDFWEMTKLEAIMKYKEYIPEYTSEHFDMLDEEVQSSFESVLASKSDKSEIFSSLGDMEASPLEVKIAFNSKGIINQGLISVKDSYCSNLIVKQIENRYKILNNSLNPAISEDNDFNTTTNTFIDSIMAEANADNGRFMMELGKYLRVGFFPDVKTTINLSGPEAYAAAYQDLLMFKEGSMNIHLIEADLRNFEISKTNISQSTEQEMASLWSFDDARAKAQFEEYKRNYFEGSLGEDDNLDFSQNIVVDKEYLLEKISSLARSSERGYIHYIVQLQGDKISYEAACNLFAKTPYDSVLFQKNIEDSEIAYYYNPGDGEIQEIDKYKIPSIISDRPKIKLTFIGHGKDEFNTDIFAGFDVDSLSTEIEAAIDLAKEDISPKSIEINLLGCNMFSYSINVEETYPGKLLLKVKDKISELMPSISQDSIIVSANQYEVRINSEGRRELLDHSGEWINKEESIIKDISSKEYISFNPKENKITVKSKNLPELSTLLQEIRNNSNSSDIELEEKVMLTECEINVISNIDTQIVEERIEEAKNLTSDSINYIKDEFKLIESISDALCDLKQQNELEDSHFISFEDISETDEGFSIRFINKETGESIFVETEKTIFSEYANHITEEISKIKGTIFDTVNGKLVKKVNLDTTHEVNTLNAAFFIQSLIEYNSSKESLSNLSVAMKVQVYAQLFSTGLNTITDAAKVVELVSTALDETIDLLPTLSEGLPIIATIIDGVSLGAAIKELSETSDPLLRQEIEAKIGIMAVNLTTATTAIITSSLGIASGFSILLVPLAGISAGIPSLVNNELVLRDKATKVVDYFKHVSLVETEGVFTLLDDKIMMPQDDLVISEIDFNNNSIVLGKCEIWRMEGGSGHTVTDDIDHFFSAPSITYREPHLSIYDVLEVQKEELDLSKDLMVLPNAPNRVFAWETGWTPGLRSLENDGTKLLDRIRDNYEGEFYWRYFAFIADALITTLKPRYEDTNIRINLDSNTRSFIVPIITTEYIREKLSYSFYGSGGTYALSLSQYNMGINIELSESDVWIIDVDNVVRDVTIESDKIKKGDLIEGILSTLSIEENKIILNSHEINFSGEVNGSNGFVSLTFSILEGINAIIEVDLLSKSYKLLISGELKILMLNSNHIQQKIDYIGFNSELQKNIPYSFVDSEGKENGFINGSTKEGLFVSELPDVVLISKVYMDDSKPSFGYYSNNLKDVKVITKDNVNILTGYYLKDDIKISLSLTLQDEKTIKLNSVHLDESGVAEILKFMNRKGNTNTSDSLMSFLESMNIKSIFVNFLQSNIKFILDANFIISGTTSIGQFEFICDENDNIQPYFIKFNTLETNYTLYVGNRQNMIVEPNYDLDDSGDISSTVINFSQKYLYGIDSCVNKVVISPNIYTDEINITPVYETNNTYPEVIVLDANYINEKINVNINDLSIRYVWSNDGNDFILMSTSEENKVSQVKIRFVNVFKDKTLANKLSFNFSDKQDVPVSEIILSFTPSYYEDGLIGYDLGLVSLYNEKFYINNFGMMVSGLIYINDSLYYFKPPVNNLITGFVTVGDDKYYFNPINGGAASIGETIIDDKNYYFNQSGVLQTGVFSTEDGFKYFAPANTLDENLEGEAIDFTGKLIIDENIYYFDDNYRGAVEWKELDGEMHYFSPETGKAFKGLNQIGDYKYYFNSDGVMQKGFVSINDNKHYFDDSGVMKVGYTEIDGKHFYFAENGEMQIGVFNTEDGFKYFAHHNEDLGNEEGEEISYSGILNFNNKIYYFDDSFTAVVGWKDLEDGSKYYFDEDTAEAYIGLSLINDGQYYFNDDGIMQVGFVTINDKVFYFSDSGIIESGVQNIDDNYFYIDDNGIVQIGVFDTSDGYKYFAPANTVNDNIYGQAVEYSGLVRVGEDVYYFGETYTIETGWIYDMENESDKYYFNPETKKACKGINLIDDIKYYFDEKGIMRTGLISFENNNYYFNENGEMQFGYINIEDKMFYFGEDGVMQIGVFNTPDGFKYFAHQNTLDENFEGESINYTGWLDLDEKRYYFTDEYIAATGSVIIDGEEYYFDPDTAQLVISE
# Vc quorum ag = inducers of Vibrio cholerae quorum light production without autoinducers. AID 588436. V. cholerae BH1578 lux reporter, luminescence, 6 h. 350,000 compounds, 0.16% hits. activation, % at 18.7 µM; in the data active means activation mostly above about 9.7%, no sharp cut-off; further: not every result past the cut was called active; inactives centre near 0; reference of the scale not given here
# SARS 3CLpro inh = SARS-CoV 3CLpro protease inhibition; recombinant SARS-CoV 3CLpro, quenched FRET peptide cleavage; inhibition, % at 6 µM; 290,000 compounds, 0.14% hits; AID 1706; in the data active means inhibition above about 12%
# Rv3671c inh = inhibits the M. tuberculosis serine protease Rv3671c; P9WHR9; inhibition, % at 5.96 µM; 320,000 compounds, 0.048% hits; AID 2606; in the data active means inhibition above about 38%;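 further: extracellular domain of Rv3671c used as enzyme; 0% = enzyme with DMSO and 100% = no enzyme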
# PrPC surface inh = inhibitors of human cell surface prion protein PrPC; TR-FRET read-out; AID 720596; inhibition, % at 13.8 µM; 370,000 compounds, 0.43% hits; P04156; in the data active means inhibition above about 24%; further: 0% = median of the test wells and 100% = reference compound wells
# Y pestis TopoI = inhibitors of Yersinia pestis topoisomerase I. Y. pestis Topo-I cleavage product accumulation, plate reader. activity, % at 10 µM. 360,000 compounds, 0.064% hits; in the data active means activity above about 50%, passing the limit was not always enough; further: inactives centre near 2
# PriA SSB inh = blocks PriA binding to SSB C-terminal tail. AlphaScreen SSBct-PriA binding, biotinylated peptide. inhibition, % at 33 µM. 430,000 compounds, 0.6% hits; in the data active means inhibition mostly above about 37%, no sharp cut-off; inactive means mostly below about 20%;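 further: plate controls were negative control peptide for no effect and reference peptide for full effect; strong numbers were not always called active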
# VHR inh abs = blocks human VHR1 dual specificity phosphatase. 290,000 compounds, 0.52% hits. inhibition, % at 13.3 µM. recombinant VHR phosphatase, pNPP absorbance. P51452; in the data active means inhibition above about 50%; further: some compounds called inactive have numbers as strong as hits
# The depositor's hits bear a star; i = inactive; / = not tested or not shown; & = joins results of further samples. The list is partial. The share of hits here may be higher or lower than overall.
SMILES,CCHFV vOTU inh,MazEF act,TcdB inh,Vc quorum ag,SARS 3CLpro inh,Rv3671c inh,PrPC surface inh,Y pestis TopoI,PriA SSB inh,VHR inh abs
CCc1ccc(C(C(=O)NC(C)(C)CC)N(Cc2ccco2)C(=O)Cn2nnc3ccccc32)cc1 (stereo unspecified),21,5,/,i,2,-11,23,23,1,0
CC1=NN(C(=O)Cn2nc([N+](=O)[O-])c(Br)c2C)C(O)(C(F)(F)F)C1 (stereo unspecified),-9,5,-1.0,-0.2,1,-9,-5,4,-21,-8
CCC(C)c1ccccc1NC(=O)CN(CC)CC(=O)Nc1ccc2c(c1)OCCO2 (stereo unspecified),9,3,2.6,0.4,/,3,-3,15,-4,/
CCC(=O)N1CCc2cc(Br)cc(S(=O)(=O)N(C)c3ccc(OC)cc3OC)c21,14,4,0.7,-0.3,2,-4,30*,-1,-9,0
CC(C)(C)C1CCC(=O)N(CCSc2ccccc2)CC1 (stereo unspecified),27,3,-4.0,1.0,3,5,-3,44,-19,9
CCN1CC=C2C(C1)C(c1ccc(Cl)s1)C(C#N)=C(N)C2(C#N)C#N (stereo unspecified),-4,-36,/,/,4,4,-14,-10,2,19
Cc1cc(NC(=O)COC(=O)COc2ccc3c4c(c(=O)oc3c2)CCC4)no1,-10,7,-2.1,-0.4,-1,2,0,1,-8,13
NC(=O)C1CCN(CCS(=O)(=O)c2ccc(Cl)cc2)CC1,-6,3,1.8,-0.6,3,5,-3,1,-11,27
CC(C)(C)c1ccc(C(=S)N2CCN(c3ccccc3)CC2)cc1,-10,4,-0.1,-0.3,-1,-2,7,-2,-12,-1
Oc1ccccc1N1CCN(c2ncnc3sc(-c4ccccc4)cc23)CC1,9,12,-0.5,i,3,-3,-4,-3,-1,-7
O=C(O)c1cccc2c1C(=O)c1ccc(-c3ccc(F)cc3F)cc1S2(=O)=O,6,-5,-2.0,i,/,7,-27,5,1,/
Cc1cccc(NC(=O)Nc2cccnc2)c1C,-9,4,2.1,-0.4,-3,/,0,-1,-5,15
Cc1c(NC(=O)COc2c(F)c(F)c(F)c(F)c2F)c(=O)n(-c2ccccc2)n1C,13,-25,0.1,-0.2,-6,-12,5,1,-4,12
Cc1ccnn1-c1ccc(C(=O)NCc2ccccc2CN2CCOCC2)cc1,8,3,0.9,i,/,2,-10,15,-6,/
COc1cccc(C(=O)N2CCN(Cc3nc(-c4ccoc4)oc3C)CC2)c1,5,8,0.8,2.6,/,/,-4,7,/,/
CC(=O)NC(c1ccccc1)c1nc(-c2ccc(S(C)(=O)=O)cc2)cs1 (stereo unspecified),5,/,-0.3,i,/,/,0,3,/,/
CC12CCC(C(=O)Nc3ccccc3)(C/C1=N\O)C2(C)C (stereo unspecified),-4,1,/,1.8,3,-2,-5,10,/,-4
O=[N+]([O-])c1ccc(NC2CCCC2)cc1,11,0,/,-0.2,4,4,-5,2,12,-7
Cc1ccc(CN2CCN(Cc3nc(C(C)C)cs3)CC2CCO)cc1 (stereo unspecified),5,-2,0.4,-0.3,6,-7,-11,14,-1,-4
O=C(COc1ccc(Cl)cc1)N/N=C/CCc1ccccc1,-13,-3,/,1.6,-3,2,-2,12,/,20
COc1cccc(-c2nc3ccccc3c(=O)o2)c1,11,2,/,-0.3,1,1,2,-6,-14,24
CC(C)(C)c1nnc(NS(=O)(=O)c2ccc(F)cc2)s1,4,-18,1.5,i,/,/,5,2,14,/
Cc1cc(Cl)ccc1OCC(=O)NNC(=O)C1CCCO1 (stereo unspecified),-7,2,1.4,-0.3,2,6,5,7,-7,6
COCCCNC(=O)c1cccc(NC(=O)c2ccccc2)c1,2,4,/,-0.3,4,-10,7,1,-8,-1
O=C(N/N=C/c1ccoc1)c1cccc(OC(F)(F)C(F)F)c1,-8,3,0.0,-0.9,/,-4,-8,2,/,/
# The list continues:
SMILES,CCHFV vOTU inh,MazEF act,TcdB inh,Vc quorum ag,SARS 3CLpro inh,Rv3671c inh,PrPC surface inh,Y pestis TopoI,PriA SSB inh,VHR inh abs
COc1ccc(C2CC(c3ccccc3)=NN2C(=O)CN2N=NC3C(=O)N(c4cccc(F)c4)C(=O)C32)cc1 (stereo unspecified),3,-15,0.0,-0.3,-1,-7,1,9,-2,2
CC(C)N(C)C(=O)CCc1nnc(CCc2c[nH]c3ccccc23)o1,3,4,/,-0.5,4,6,8,0,1,26
COc1ccc(C(=O)N2CCN=C2SC)cc1OC,6,5,/,i,1,7,-10,9,-11,29
CC1C2C(C)N(C)C(=O)N(C)C2N(C)C(=O)N1C (stereo unspecified),-2,-46,/,-0.2,-1,-4,-1,5,-6,0
NC(=O)CN1C(=O)NC2(CCCc3ccccc32)C1=O (stereo unspecified),2,6,0.6,i,3,-2,3,2,-4,-11
O=C1C(c2c(O)[nH]c3ccccc23)=Nc2ccccc21,2,22,1.6,-0.6,-6,-4,-5,0,1,-20
CC1CN(S(=O)(=O)c2ccc(C(=O)N3c4ccccc4CC3C)cc2)CC(C)O1 (stereo unspecified),-9,-3,0.0,-0.8,/,-12,-6,3,0,/
Cc1cc(C)n2nc(SCC(=O)N(C)C3CCCCC3)nc2n1,-5,-2,2.2,-0.3,/,-3,-5,-4,-9,/
Cn1cccc1CN1CCN(C(=O)COc2ccccc2)CC1,-1,-19,/,i,1,-5,0,7,-4,37
O=C(/C=C/c1ccco1)Nc1cccc(S(=O)(=O)N2CCOCC2)c1,-1,7,/,-0.3,-7,1,-5,-3,1,17
Nn1c(SCC(=O)Nc2ccc(OC(F)F)cc2)nnc1-c1ccco1,-1,-2,1.1,i,/,-14,-3,1,-5&-3,/
CCOc1ccc(NC(=O)CCC(=O)NNC(=O)COc2ccc(C)cc2)cc1,8,-24,1.1,0.0,-2,-9,5,4,-6,18
COc1ccc(C2(C(=O)Nc3ccccc3)CCOCC2)cc1,-9,4,1.0,0.2,2,-2,-3,0,-21,2
CCc1nc2ccc(C(=O)Nc3cc(-c4ccccc4)ccc3OC)cn2c1N(CC)CCN(C)C,1,/,-3.7,-0.8,/,/,-19,-13,/,/
CC(C)c1ccc(N(CC(=O)NC2CCCC2)C(=O)CCC(=O)Nc2nccs2)cc1,-1,13,-0.1,i,-6,-1,1,0,-8,35
CCOC(=O)N1CCN(S(=O)(=O)c2cc(Br)cc3c2N(C(C)=O)C(C)C3)CC1 (stereo unspecified),7,5,/,-0.3,-1,0,-4,-3,-10,3
COc1ccccc1N1CCN(S(=O)(=O)c2cc(C)sc2C)CC1,2,14,3.0,-0.3,1,-1,0,12,8,19
CCOC(=O)c1nnc2cc(-c3ccccc3)nn2c1C,1,8,/,-0.8,2,2,-6,2,-21,15
COc1cccc(N2CCN(CC(=O)N3CCN(S(=O)(=O)c4ccc(Cl)cc4)CC3)CC2)c1,-13,3,1.4,-5.6,/,/,3,4,-5,/
C=CCn1c(SCC2=C(C(=O)OCC)C(C)NC(=O)N2)nnc1C1CCCCC1 (stereo unspecified),-4,-7,/,-0.3,6,1,-3,5,-5,-12
COc1nc(N(c2ccccc2)c2ccccc2)nc(-n2ccnc2)n1,10,2,/,/,-1,-8,1,27,-21,3
COc1ccc(NC(=O)N2C[C@@H]3C[C@@H](C2)c2cccc(=O)n2C3)cc1,2,7,1.2,-0.4,-4,-18,5,-1,/,21
COc1cccc2oc3ccc(C#Cc4ccccn4)cc3c(=O)c12,-34,4,-0.3,i,-7,-16,0,-10,-4,13
O=C(NCc1ccc2c(c1)OCO2)c1nc(Cn2cc([N+](=O)[O-])cn2)no1,-17,11,0.6,-1.0,1,-6,-1,5,-2,17
Cc1c(NC(=S)NC(=O)c2cccc3ccccc23)cccc1C(=O)O,13,3,1.5,-1.0,2,-2,2,0,0,10

# The closing two records of the section before come first, to join the parts.
SMILES,CCHFV vOTU inh,MazEF act,TcdB inh,Vc quorum ag,SARS 3CLpro inh,Rv3671c inh,PrPC surface inh,Y pestis TopoI,PriA SSB inh,VHR inh abs
O=C(NCc1ccc2c(c1)OCO2)c1nc(Cn2cc([N+](=O)[O-])cn2)no1,-17,11,0.6,-1.0,1,-6,-1,5,-2,17
Cc1c(NC(=S)NC(=O)c2cccc3ccccc23)cccc1C(=O)O,13,3,1.5,-1.0,2,-2,2,0,0,10
O=C(CN(Cc1ccco1)C(=O)CNS(=O)(=O)c1ccccc1)NCc1ccccc1,9,7,/,-0.6,3,1,-8,2,-9,-9
O=C(NCCNc1ccc(Cl)cc1[N+](=O)[O-])c1cccnc1,2,-3,0.0,6.2,3,-1,-22,4,6,18
Cc1ccccc1-c1nc(CS(=O)(=O)CC(=O)NCCCN2CCOCC2)c(C)o1,15,-3,1.0,0.0,-1,-2,-1,1,4,-8
COc1ccccc1-n1c(SCC(=O)NC(C)(C)C)nc(O)cc1=O,-2,-3,-1.4,-3.6,-5,2,5,-3,6,5
Cc1ccc(-n2nc3c(=O)n(CCCC(=O)NCc4cccc(Cl)c4)nc(C)c3c2C)cc1,26,3,0.7,-0.2,-1,3,-1,26,-5,12
COCCNC(=O)c1cc2cc(Cl)cc(Cl)c2oc1=O,-8,11,1.9,i,5,3,-4,-3,5,22
COc1cccc(C=Nc2ccc(N3CCOCC3)cc2)c1O,8,-4,-3.5,0.7,-1,-5,-19,-3,-1,35
O=S(=O)(NC1CCN(Cc2ccccc2)CC1)c1cccc(S(=O)(=O)N2CCOCC2)c1,8,3,/,-0.3,0,-8,-3,6,0,-4
Cc1ccc2oc(/N=C(\N)NC(=O)C(C)(C)C)nc2c1,0,-2,2.0,i,2,2,2,-2,/,13
COc1ccc(CN2C(=O)c3cccnc3C2=O)cc1S(=O)(=O)N1CCCCC1C (stereo unspecified),17,4,0.0,-0.9,4,8,-11,-2,-6,-13
COC(=O)c1ccc(CNC(=O)COC(=O)c2ccc(N(C)C)cc2)cc1,-7,16,-0.5,i,3,3,-2,7,-17,18
C/C(=C\c1ccc(N(C)C)cc1)[N+](=O)[O-],1,3,0.6,i,4,8,-1,-1,1,20
O=C(C1CCN(c2ncnc3c2nc2n3CCCCC2)CC1)N1CCN(c2cccc(Cl)c2)CC1,18,-4,0.7,-5.6,7,2,14,31,16,25
COc1ccc(/C=N\NC(=O)c2cccc([N+](=O)[O-])c2)cc1Cn1cc([N+](=O)[O-])cn1,5,/,0.2,/,-6,2,-13,/,/,20
O=C1COc2ccc(C(=O)COC(=O)c3sc4ccccc4c3Cl)cc2N1,1,-23,0.8,0.4,-1,-35,-3,8,-1,10
CN(CC(=O)NCc1ccccn1)S(=O)(=O)c1ccc(Cl)cc1,-4,0,/,i,-3,0,6,-1,-14,19
CC1CC(OC(=O)c2ccccc2)(c2ccccc2)C(C)CN1C (stereo unspecified),-10,7,0.4,i,-1,-1,8,-1,2,-19
CCCN(Cc1ccc(C)cc1)C(=O)c1ccc(CNS(=O)(=O)c2ccc(C(C)=O)cc2)cc1,3,-2,1.1,i,/,-12,-1,0,-7,/
O=C(NCc1cccnc1)c1cccc2c1C(=O)N(C1CCCCC1)C2,2,1,/,i,1,0,-3,9,2,9
Cc1cc2cc(CN(CCCO)S(=O)(=O)c3cccc4nsnc34)c(=O)[nH]c2cc1C,16,9,1.1,-0.2,2,-2,-42,-2,-14,3
Cc1cc(N2C(=O)C3CC=CCC3C2=O)no1 (stereo unspecified),-14,10,/,-0.4,2,-13,3,4,-6,9

# Part of the list above in order of length of the SMILES, lowest first.
SMILES,CCHFV vOTU inh,MazEF act,TcdB inh,Vc quorum ag,SARS 3CLpro inh,Rv3671c inh,PrPC surface inh,Y pestis TopoI,PriA SSB inh,VHR inh abs
COCCNC(=O)c1cc2cc(Cl)cc(Cl)c2oc1=O,-8,11,1.9,i,5,3,-4,-3,5,22
Cc1ccc2oc(/N=C(\N)NC(=O)C(C)(C)C)nc2c1,0,-2,2.0,i,2,2,2,-2,/,13
O=C(NCCNc1ccc(Cl)cc1[N+](=O)[O-])c1cccnc1,2,-3,0.0,6.2,3,-1,-22,4,6,18
O=C(NCc1cccnc1)c1cccc2c1C(=O)N(C1CCCCC1)C2,2,1,/,i,1,0,-3,9,2,9
O=C(CN(Cc1ccco1)C(=O)CNS(=O)(=O)c1ccccc1)NCc1ccccc1,9,7,/,-0.6,3,1,-8,2,-9,-9

# Screens as filed in PubChem.
